# Screening data (PubChem BioAssay)
# Wnt act – activators of Wnt/beta-catenin signaling. Wnt/beta-catenin reporter cell assay, activator, plate reader. activation, % at 9.35 µM. 1.2% of 300,000 active. AID 743398; in the data active = activation above about 30%, passing the limit was not always enough;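 also: 0% = neutral control wells and 100% = positive control wells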
# * hit, by the source's call. This is a subset; count on the stated rates, not on these rows.
# The opening 2 compounds, ahead of the listing:
SMILES,Wnt act
Cc1ccc(C)c(CC(=O)N2CCCCC2c2cc(C(=O)Nc3ccc(F)c(Cl)c3)no2)c1 (configuration not stated),-1
CSc1ccccc1-c1cnc2cccnn12,25

# Results, from the first entry:
SMILES,Wnt act
Cc1ccc(C)c(CC(=O)N2CCCCC2c2cc(C(=O)Nc3ccc(F)c(Cl)c3)no2)c1 (configuration not stated),-1
CSc1ccccc1-c1cnc2cccnn12,25
O=S1(=O)N[C@H](Cc2ccccc2)COc2cccc(N3CCC[C@H]3CO)c21,-5
CNC(C)C(=O)NC(C(=O)NC(C(=O)Nc1cccc2ccccc12)C(C)C)C(C)C (configuration not stated),-2
C[C@@H]1ON(C)[C@H]2C[C@H]3c4cc(-c5cccc(Cl)c5)ccc4CCN3C[C@@H]12,-1
Cc1c(C)c2c(OCC(=O)NCC3CCC(C(=O)O)CC3)cc3c(c2oc1=O)CCC(C)(C)O3 (configuration not stated),-1
O=C(N[C@H](C(=O)N1CCC[C@H]1C(=O)NC1CCCC1)C1CCCCC1)c1ccc(Cl)cc1Cl,-6
CN(C)C(=O)c1cccc(-c2cnc3c(NC=O)cc(-c4ccccc4N(C)C)cn23)c1,1
O=C1NC[C@H](Cc2ccc(O)cc2)N(C[C@@H]2CCCN2C[C@H](Cc2ccc(O)cc2)N2C[C@H](Cc3ccccc3)N(CC3CCCCC3)C(=O)C2=O)C1=O,-2
Cc1cc(C(=O)N2CCCC(C)(C(=O)NS(=O)(=O)C3CC3)C2)nn1C(C)(C)C (configuration not stated),-5
CC(=O)Nc1cc(-c2ccccc2)cn2c(-c3cccc(C(C)=O)c3)cnc12,1
CC(C)C(=O)N1CCC1(C)C(=O)Nc1ccc2cn[nH]c2c1 (configuration not stated),3
CCOC(=O)C1=NOC2(C1)C(=O)Nc1ccc(OC(F)(F)F)cc12 (configuration not stated),-1
CCc1nc2ccc(C(=O)Nc3cccc(OCC(=O)N(C)C)c3)cn2c1N(C)Cc1cc2ccccc2s1,-1
Cn1c(=O)c2cc(NC(=O)Nc3cccnc3)ccc2n1Cc1cccc(C(F)(F)F)c1,-8
COCCNC(=O)C1(C)CCCN(CCS(=O)(=O)c2ccc(C)cc2)C1 (configuration not stated),-4
CC(C)C[C@H]1COc2cccc(N3CCC[C@@H]3CO)c2S(=O)(=O)N1,-1
CC(C)C(C(=O)NCc1ccccc1)N1CCN(C(=O)C2CCCO2)CC1 (configuration not stated),-4
CCCCn1nnnc1C(c1cc2ccccc2o1)N(C)CCc1ccccc1 (configuration not stated),-5
CCc1nc2c(OCc3ccc(Cl)cc3)cccn2c1N(C=O)Cc1ccccc1,0
CC1ON=C(c2ccccn2)N(Cc2ccc3c(c2)OCO3)C1=O (configuration not stated),-1
CCOc1ccccc1-c1ccc(C(=O)NCc2ccc(Cl)cc2)o1,0
Cc1noc(C)c1CCC(=O)N1CCCC(CCC(=O)NCc2ccccc2F)C1 (configuration not stated),-1
COc1ccc(-c2nc(NCCN(C)C)nc3ccsc23)c(C)c1,0
CC(C)N1CCC(C)(C(=O)Nc2ccccc2Oc2ccccc2)C1 (configuration not stated),-2
# More compounds follow:
SMILES,Wnt act
COc1cc(OC)nc(Nc2nc(C(N)c3ccccc3)cs2)n1 (configuration not stated),1
Cc1cccn2c(=O)c(C=NCCO)c(Nc3ccc(Cl)cc3)nc12,-14
COc1ccc(N2C(c3cc(OC)cc(OC)c3)=Cc3ccccc3C2CC(C)=O)cc1 (configuration not stated),13
COCCCNC(=O)c1cccc2c(-c3cccc(C(N)=O)c3)coc12,8
CCOC(=O)CC1(C)Oc2cc(Cl)ccc2N1S(=O)(=O)c1ccc(C)cc1 (configuration not stated),-1
CCN(CC)c1c(C)nc2ccc(C(=O)N3CCN(C(=O)c4ccco4)CC3)cn12,0
C[C@@H]1CN(c2ccc(N3CCN(C(=O)OC(C)(C)C)C[C@@H]3C)cc2C#N)CCN1Cc1ccccc1,-7
CCOC1=C2CN(S(=O)(=O)c3ccccc3)[C@H](c3ccccc3)C[C@H]2n2c(=O)n(-c3ccccc3)c(=O)n2C1,-2
Cc1cccc(C)c1N1C(=O)c2ccccc2NC(=O)C1C(=O)NCC(C)C (configuration not stated),3
Cn1ccc2c(N3CCCC3)cc3c(c21)C1CCC3O1 (configuration not stated),-2
O=c1ccn([C@@H]2O[C@H](CNCc3cccn3-c3nccs3)[C@@H](O)[C@H]2O)c(=O)[nH]1,-4
O=C(O)c1ccc(/C=N/NC(=O)C2CC2(c2ccccc2)c2ccccc2)cc1 (configuration not stated),0
COC(=O)c1cnc(Nc2nc(C(N)Cc3ccc(OC)cc3)cs2)nc1C(F)(F)F (configuration not stated),-2
C(=NNC1=NCCN1)c1ccnc2ccccc12,-1
O=C(O)CCCC(=O)OCCCc1cc2ccccc2c(=O)o1,-1
Cc1cccc(NC(=O)Cn2c(=O)n(CCc3c[nH]c4ccccc34)c(=O)c3cccnc32)c1,3
CC1(C(=O)Nc2ccc3c(c2)OCCO3)CN(S(C)(=O)=O)CC(=O)N1C1CCCCCC1 (configuration not stated),-2
Cc1nc(NC(=O)C(C)(C)C)sc1C(=O)Cn1cc(CCCC#N)nn1,1
CCCCCCCCC(c1nc2cc(C)c(C)cc2[nH]1)n1c(=O)c(-c2ccccc2Br)nc2ccccc21 (configuration not stated),-2
O=S1(=O)N[C@@H](Cc2ccccc2)COc2cc(NC3CC3)ccc21,-3
Cc1cc(=O)n2nc(N3CCCC(C(=O)Nc4cccc(C)c4C)C3)sc2n1 (configuration not stated),1
O=C(C[C@H]1CC[C@@H](NC(=O)C2CC2)[C@@H](CO)O1)NCc1ccccc1Cl,-3
Cc1noc(C)c1C(=O)N1CCC1(C)C(=O)NS(=O)(=O)c1ccc(F)cc1F (configuration not stated),-2
Cc1ncc(CO)c(CO)c1OCC(O)CN1CCN(c2ccc(F)cc2)CC1 (configuration not stated),-1
COc1ccc(CN2CCC(C)(Oc3ccc4c(c3)OCO4)C2)c2ccccc12 (configuration not stated),0

# Looked up above:
# Value for `CCOC(=O)CC1(C)Oc2cc(Cl)ccc2N1S(=O)(=O)c1ccc(C)cc1` (configuration not stated) under Wnt act: -1
# Value for `C(=NNC1=NCCN1)c1ccnc2ccccc12` under Wnt act: -1

# Some of the entries so far, with values ahead of the structure.
Wnt act | canonical_smiles
-2 | Cn1ccc2c(N3CCCC3)cc3c(c21)C1CCC3O1 (configuration not stated)
-4 | O=c1ccn([C@@H]2O[C@H](CNCc3cccn3-c3nccs3)[C@@H](O)[C@H]2O)c(=O)[nH]1

# The listing continues.
SMILES,Wnt act
CCCCCc1c(CC)ncn1CCc1ccccc1OC,6
C#Cc1ccc(NC(=O)C2(C)CCN2C(=O)C2(c3ccccc3)CCCC2)cc1 (configuration not stated),-2
COc1cc(OC)cc(-c2c(Sc3ccccc3)c3cc(-c4cnc(N5CCOCC5)nc4)ccc3n2C)c1,-2
CCc1nc2c(OCc3cccc(Cl)c3)cccn2c1N(C)C(=O)Nc1ccccc1OC,-5
O=S(=O)(NCC[C@@H]1CC[C@H](NS(=O)(=O)c2cccc(F)c2)[C@@H](CO)O1)c1cccc(F)c1,-1
COc1cccc(C(O)c2nc(-c3ccccc3C)cs2)c1 (configuration not stated),-3
C[C@H](CO)N1C[C@H](C)[C@H](CN(C)C(=O)NC2CCCCC2)OCc2cnnn2CCCC1=O,-1
CNc1cncc(-c2ccc(OC)c(OC)c2)n1,-6
O=C(CSc1nncn1-c1ccccc1)Nc1cccc(S(=O)(=O)N2CCCCC2)c1,1
CC(=NNC1=NCCN1)c1cnn(C2=NCCN2)c1C,-1
COC(=O)c1cc2c(c3c4ccccc4n(S(=O)(=O)c4ccc(OC)cc4)c13)C(=O)N(Cc1ccc(C(F)(F)F)cc1)C2,-3
COc1ccc(C(O)C2c3c(cc4c(c3OC)OCO4)CCN2C)c(CO)c1OC (configuration not stated),-1
CCOC(=O)[C@]12CCC=C1N(Cc1cccc3ccccc13)C(=O)[C@H](CC(=O)NCC13CC4CC(CC(C4)C1)C3)C2,-7
CC(C)Oc1ccc(CN2CCC2(C)C(=O)NCc2ccc(C(F)(F)F)cc2)cc1 (configuration not stated),-3
NC(=O)/C(=C\c1ccc([N+](=O)[O-])o1)c1ccco1,6
CC1(C(=O)Nc2ccc3c(c2)OCCO3)CCN1C(=O)C1(c2ccc(Cl)cc2)CCC1 (configuration not stated),-4
COC(=O)C1=C(C)N(Cc2ccccc2C(F)(F)F)C(=NCc2ccc3c(c2)OCO3)NC1c1ccc(C(F)(F)F)cc1 (configuration not stated),-21
Cc1ccc(S(=O)(=O)N2[C@H](CC(=O)c3ccccc3)OC[C@@H]2C)cc1,-5
COC(=O)c1ccc2nc(-c3ccc(OC)c(OC)c3)c(Cc3ccc(C)cc3)n2c1,0
CCN1CCC(C(=O)NC(c2ccc(F)cc2)c2ncccc2C)CC1 (configuration not stated),-6
CCCCCCn1cc(CN2CC(N3CCN(C)CC3)CS2(=O)=O)nn1 (configuration not stated),-4
Cc1ccc2nc(-c3ccc(C#N)cc3)c(Cc3ccccc3)n2c1,3
COCCNC(=O)C1(C)CCCN(C(=O)c2ccc(OC)c(OC)c2)C1 (configuration not stated),1
COc1cccc(C(O)c2ncc(-c3ccc4ccccc4c3)[nH]2)c1 (configuration not stated),0
Cc1ccc(Cn2cc(CN3CC(N(C)C)CS3(=O)=O)nn2)cc1 (configuration not stated),-1

# Structures from the list above that have a tert-butyl group:
SMILES,Wnt act
Cc1cc(C(=O)N2CCCC(C)(C(=O)NS(=O)(=O)C3CC3)C2)nn1C(C)(C)C (configuration not stated),-5
C[C@@H]1CN(c2ccc(N3CCN(C(=O)OC(C)(C)C)C[C@@H]3C)cc2C#N)CCN1Cc1ccccc1,-7
Cc1nc(NC(=O)C(C)(C)C)sc1C(=O)Cn1cc(CCCC#N)nn1,1

# Next section
SMILES,Wnt act
O=C(CC[C@H]1O[C@@H](n2cnc3c(NC(=O)c4ccccc4)ncnc32)[C@H](O)[C@@H]1O)NCc1cccc2ccccc12,-4
O=C(Nc1cccnc1)c1ccc(CSc2ccc(Cl)cc2)o1,4
O=C(Nc1ccccc1)c1cc(C2CCCCN2C(=O)OCc2ccccc2)on1 (configuration not stated),-4
CC(C)CN1CCC1(C)C(=O)Nc1cccc(C#N)c1 (configuration not stated),-2
Cc1ccc(C2NC(C(=O)O)CS2)cc1 (configuration not stated),-1
C[C@H](O)[C@@H]1CN2CCc3c([nH]c4ccccc34)[C@@H]2C[C@@H]1N(C)C(=O)OCc1ccccc1,2
CCCc1nc2ccc(C)cn2c1Cc1ccc(C)cc1,23
CSCCC(c1nc2ccccc2[nH]1)n1c(=O)c(-c2cccnc2)nc2ccccc21 (configuration not stated),1
CSc1ccc(Cn2c(C)c(C(=O)NCc3ccc(C(C)C)cc3)sc2=O)cc1,0
CC(C)NC(=O)C1(C)CCN1CCC(=O)c1ccccc1 (configuration not stated),-1
COc1ccc(-c2csc(C(C)(O)c3ccccc3)n2)cc1 (configuration not stated),1
O=C(Cc1ccccc1)N1O[C@H]2C=C[C@@H]1C2,-3
CCCCNC(=O)C1(C)CCCCN1C(=O)c1ccc2c(c1)C(C)(C)CCC2(C)C (configuration not stated),-9
CC1(C(=O)NS(=O)(=O)Cc2cccc(Cl)c2)CCN1C(=O)C1(c2ccc(Cl)cc2)CC1 (configuration not stated),-2
CCCCCCSc1ccc(-c2nc3ccc(C)cn3c2NCCCC)cc1OC,-3
O=C(NCCc1ccccc1)Nc1nnc([C@H]2C[C@H](O)[C@@H](CO)O2)s1,-1
COC(=O)[C@]12CCCCC=C1N(CCC1=CCCCC1)C(=O)[C@H](CC(=O)NCCc1ccccc1OC)C2,-1
CC(C)C[C@H]1COc2cc(N3CCSCC3)ccc2S(=O)(=O)N1,-4
O=C(C(=O)N1CCC(CNS(=O)(=O)c2cc(C(F)(F)F)cc(C(F)(F)F)c2)CC1)c1cccs1,-3
Cc1ccc(Cc2c(C3CCCCC3)nc3ccc(Br)cn23)cc1,7
CCOC(=O)c1c(-c2ccc(N(C)C)cc2)oc2c1C(OC)CC2 (configuration not stated),1
CCNC(=O)c1cc2c(c(-c3cccc(-c4cccnc4)c3)n1)[C@H](CCO)N(S(C)(=O)=O)C2,-1
C[C@H]1CN([C@@H](C)CO)S(=O)(=O)c2ccc(-c3ccc(C#N)cc3)cc2O[C@H]1CN(C)C(=O)CN(C)C,-3
O=C(C(=O)N1CCN(C(=O)c2cc(C(F)(F)F)cc(C(F)(F)F)c2)CC1)c1cccc(C(F)(F)F)c1,-5
COc1cccc([C@@H](NC(=O)C(F)(F)F)[C@@H]2CCCC=C2c2ccccc2)c1,-2
# The listing continues:
SMILES,Wnt act
CC(=O)OC[C@@H]1CN(Cc2ccccc2)C[C@H](n2cnc3c(NC4CCC4)ncnc32)O1,-4
CN(C)c1cccc(CNC(=O)c2csc([C@H]3C[C@H](O)[C@@H](CO)O3)n2)c1,-2
CC(=O)Nc1cccc(-c2ccnc3c2CC(C)(C(=O)NCc2cccs2)O3)c1 (configuration not stated),-10
CC1(c2nnnn2-c2ccc3c(c2)OCCO3)CCC(=O)N1CCOc1ccccc1 (configuration not stated),-3
CCCCc1cc2c(cn1)=C(OC(=O)c1cnc3ccccc3n1)C(C)(OC(=O)CC)C(=O)C=2 (configuration not stated),0
COc1ccc(C(N)c2csc(Nc3ccc(S(C)(=O)=O)cc3)n2)cc1 (configuration not stated),-2
COc1cc2c(c(OC3OC(CO)C(O)C(O)C3O)c1)C(=O)CC(c1ccc(O)cc1)O2 (configuration not stated),3
O=C(Nc1ccc2c(c1)OCO2)c1cc(C2CCCCN2C(=O)c2ccc(Cl)cc2)on1 (configuration not stated),2
O=C(Nc1ccc(F)cc1)C(c1ccncc1)N1CCN(CC(=O)N2CCCC2)CC1 (configuration not stated),-4
